# Assay outcomes deposited in PubChem BioAssay by several laboratories.
# Rtt109 Vps75 – C. albicans Rtt109 histone acetyltransferase inhibition | Q5AAJ8 | purified Rtt109/Vps75, ThioGlo CoA-SH fluorescence, 4 h | inhibition, % at 34.9 µM | hit rate 0.16% among 330,000 | AID 540336;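 active means inhibition of at least 50% in every replicate; inconclusive means best replicate reaches 50% inhibition but some replicates fall short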
# Target sequence (Q5AAJ8 whole entry, looked up): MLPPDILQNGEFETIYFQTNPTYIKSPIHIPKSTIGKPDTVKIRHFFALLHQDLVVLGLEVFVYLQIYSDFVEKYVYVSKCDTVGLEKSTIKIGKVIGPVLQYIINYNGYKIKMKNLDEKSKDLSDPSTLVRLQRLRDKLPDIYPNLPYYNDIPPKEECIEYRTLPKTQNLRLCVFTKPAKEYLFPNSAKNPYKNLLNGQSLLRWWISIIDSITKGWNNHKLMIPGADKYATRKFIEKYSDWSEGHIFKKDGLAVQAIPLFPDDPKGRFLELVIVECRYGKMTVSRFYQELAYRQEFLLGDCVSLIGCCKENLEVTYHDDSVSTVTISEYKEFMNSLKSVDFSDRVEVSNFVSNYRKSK
# SR-BI DiI-HDL act – SR-BI HDL lipid transfer activation; CHO ldlA[mSR-BI] cells, DiI-HDL uptake fluorescence, 3 h; 100 = double the neutral-control signal; activation, % at 12.5 µM; hit rate 0.096% among 320,000;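 active means mean replicate activation of at least 60% and every replicate at or above 60%; inconclusive means mean or all-replicate condition met, but not both; inactive means mean below 60% and not all replicates reaching 60%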;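 further: 0% = median plate neutral-control signal and 100% = twice that signal; values of inactives mirror those of a sister screen read the other way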
#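 Material – SR-BI-overexpressing, LDLR-lacking CHO cells · Medium – BSA-supplemented, HEPES-buffered Ham's F12, pH 7.4 · Doses – single concentration · Times – compound with DiI-HDL co-incubation, 3 h at 37 °C · Measured by – bottom-read fluorescence, 550/595 nm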
# Wnt bcat act – activates Wnt/beta-catenin signaling in a reporter cell assay. activator, plate reader. activation, % at 9.35 µM. hit rate 1.2% among 300,000; in the data active means activation above about 30%, passing the limit was not always enough; inconclusive means no clear call, values can overlap the other calls;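 further: 0% = neutral control wells and 100% = positive control wells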
# MITF TRPM1 HTS – increases MITF-driven TRPM1 promoter luciferase signal. SK-MEL-5 TRPM1-promoter luciferase, 24 h; % of positive control, neutral wells = 0. activation, % at 12.5 µM. AID 588334. hit rate 0.75% among 300,000;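 active means mean activation of at least 80% with every replicate also reaching 80%; inconclusive means mean reaches 80% but some replicate falls short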;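 further: 0% = neutral control wells and 100% = parthenolide positive control wells; values of inactives mirror those of a sister screen read the other way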
# dFosB act – mouse delta FosB homodimer activation. P13346. purified delta FosB, TAMRA-CDK5 oligo fluorescence polarization; percent of positive-control signal above neutral wells. activation, % at 25 µM. hit rate 0.99% among 340,000. AID 493131;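 active means mean activation above about 17%, with every replicate also reaching it, limit read from the data, passing the limit was not always enough; inconclusive means only one of the two conditions met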;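 further: fluorescence polarization rise as delta FosB binds a TAMRA Cdk5 AP-1 oligo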
# RTF Ca sens act – increases calcium sensitivity of human cardiac regulated thin filaments; activation, % at 7.2 µM; AID 493008; hit rate 0.24% among 340,000; IANBD-labeled TnC RTF fluorescence at EC20 calcium; 0% EC20 calcium, 100% full calcium; P19429+P45379;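 active means activation above the mean over all tested compounds plus 3 SD, cut at about 30% in these data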;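 further: rise in fluorescence read as greater calcium sensitivity of cardiac thin filaments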
# HTR5A ag ctr – activates human HTR5A in OPRM1-OPRD1 agonist counter-screen. hit rate 0.61% among 340,000. P47898. HTR5A agonist assay, luminescence, cell-based. activation, % at 9.3 µM; in the data active means activation mostly above about 9.5%, no sharp cut-off; inactive means mostly below about 7.6%;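 further: 0% = cells with vehicle only and 100% = reference agonist; strong numbers were not always called active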
# CDK5 p35 inh – CDK5/p35 (human) kinase inhibition; Recombinant CDK5/p35, ADP-Glo luminescence, 60 min; hit rate 0.01% among 330,000; inhibition, % at 10 µM; Q00535+Q15078; AID 488839;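 active means highest replicate inhibition of at least 50% and at least 75% of replicates reaching 50%; inconclusive means only one of the two criteria met; inactive means both criteria failed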;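 further: plate controls were DMSO neutral control for no effect and GW8510 at 10 µM for full effect; many of its hits are not listed in these tables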
# SR-BI HDL uptake – inhibitors of mouse SR-BI mediated HDL lipid uptake | Q61009 | ldlA[mSR-BI] CHO cells, DiI-HDL uptake fluorescence, 3 h | inhibition, % at 12.5 µM | hit rate 0.96% among 320,000 | AID 488896;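 active means mean replicate inhibition of at least 70% and a set share of replicates each scoring 70 or more; inconclusive means meets just one of the two criteria; inactive means fails both criteria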;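 further: 0% = median of neutral control wells and 100% = median of positive control wells; values of inactives mirror those of a sister screen read the other way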
# Target sequence (Q61009 whole entry, looked up): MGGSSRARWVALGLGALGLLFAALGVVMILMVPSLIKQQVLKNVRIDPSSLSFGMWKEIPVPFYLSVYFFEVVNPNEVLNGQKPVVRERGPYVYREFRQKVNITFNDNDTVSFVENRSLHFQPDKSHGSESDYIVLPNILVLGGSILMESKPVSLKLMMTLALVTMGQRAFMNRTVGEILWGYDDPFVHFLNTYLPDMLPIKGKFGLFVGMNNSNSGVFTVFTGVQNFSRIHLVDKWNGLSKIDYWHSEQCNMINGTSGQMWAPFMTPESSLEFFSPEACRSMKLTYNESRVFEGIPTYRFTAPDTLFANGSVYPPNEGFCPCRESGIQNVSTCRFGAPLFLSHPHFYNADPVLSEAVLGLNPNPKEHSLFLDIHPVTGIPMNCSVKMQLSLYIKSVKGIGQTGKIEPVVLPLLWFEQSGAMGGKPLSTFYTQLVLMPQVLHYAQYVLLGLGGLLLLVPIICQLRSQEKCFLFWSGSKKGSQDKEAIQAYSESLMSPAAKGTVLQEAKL
# PvdQ inh – blocks Pseudomonas aeruginosa PvdQ acylase activity. purified PvdQ acylase, fluorescence plate reader. inhibition, % at 10 µM. hit rate 0.063% among 340,000. AID 488965; in the data active means inhibition above about 30%, passing the limit was not always enough; inconclusive means no clear call, values can overlap the other calls;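 further: 0% = vehicle neutral wells and 100% = reference inhibitor wells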
# * hit, by the source's call; ? = inconclusive; . = not tested or not shown. Hits appear at their usual frequency (roughly 4.4% active in at least one column).
SMILES,Rtt109 Vps75,SR-BI DiI-HDL act,Wnt bcat act,MITF TRPM1 HTS,dFosB act,RTF Ca sens act,HTR5A ag ctr,CDK5 p35 inh,SR-BI HDL uptake,PvdQ inh
NC(=O)c1ccccc1NC(=O)/C=C/c1cccc(Cl)c1,-8,-23,.,.,1,-2,-5,0.8,23,-5
COc1ccccc1/C=C/C(=O)Nc1ccc2c(c1)OCCO2,11,-62,22,18,-5,-7,7,0.3,62,-3
CCC(=O)C(C#N)(c1ccc(OC)c(OC)c1)C(C)C (stereo unspecified),-6,-4,-3,-3,5,0,-4,0.5,4,-7
Cc1ccccc1C(=O)O/N=C(\N)c1ccccc1,3,.,27,-12,-6,-4,-3,12,.,-1
Cc1ccc(S(=O)(=O)N2CCN(Cc3nnc(-c4c(-c5ccccc5)noc4C)o3)CC2)cc1,2,15,-5,-10,-7,0,-1,1.6,-15,-13
Cc1ccc(S(=O)(=O)NCC(=O)N(CC(=O)NCC2CCCO2)C2CCCC2)cc1 (stereo unspecified),-2,26,.,5,-2,-1,0,-0.2,-26,6
CC(=O)NCCc1csc(-c2ccccc2)n1,.,10,.,18,2,3,-2,-0.5,-10,-4
COc1ccccc1NC(=O)COC(=O)c1cc(C)oc1C,2,-21,-2,17,-2,-6,0,-0.5,21,4
Cc1ccc(OCC(=O)Nc2ccc(-c3nnc(-c4ccco4)o3)cc2)cc1,-3,7,.,47,3,-8,4,0.7,-7,4
COc1ccc(CCCc2nc3ccccc3[nH]2)cc1,-2,.,10,7,6,-6,-2,-0.6,.,-5
O=C(CN1C(=O)/C(=C/c2ccccc2Cl)SC1=S)NC1C=CS(=O)(=O)C1 (stereo unspecified),-8,-23,-3,-6,7,4,4,-0.8,23,-13
O=C(NCC(c1cccs1)N1CCOCC1)c1cc(S(=O)(=O)N2CCOCC2)ccc1Cl (stereo unspecified),8,-9,-3,-4,5,-2,2,1.3,9,-9
CCO[C@H]1OC(C(=O)O)=C[C@@H](c2ccc3c(c2)OCO3)[C@@H]1CCCO,4,19,-1,15,-2,-3,2,-0.3,-19,-2
CC(OC(=O)CCCN1C(=O)c2ccccc2C1=O)C(=O)Nc1ncc(Cl)cc1Cl (stereo unspecified),-2,11,5,-4,3,0,7,-1.9,-11,-13
N#CCCN(CCC#N)C(=O)c1ccc(Cl)cc1,3,4,2,-1,0,-5,2,0.1,-4,-10
COc1ccccc1N1CCN(C(=O)Cc2ccc(Cl)cc2)CC1,-11,?,2,20,-4,2,5,-0.6,-119,-9
CCOC(=O)c1c(NC(=O)CN(CC)CC)sc2c1CCN(C(=O)OCC)C2,11,-48,0,-13,-1,-5,2,1.4,48,2
Cc1ccccc1OCc1csc(N)n1,-3,6,0,12,-2,0,-3,-0.3,-6,-7
Cc1ccc(OCCN2C(=O)C(=O)c3cccc(C)c32)cc1,-8,-10,-3,4,1,-4,-1,0.5,10,2
O=C(CSc1nnc(COc2ccc(Cl)cc2)o1)OC1CCCCC1,-5,50,.,.,-8,11,2,1.7,-50,-15
COc1cccc(CN2CCN(Cc3ccc(C#CC(C)(C)O)s3)CC2CCO)c1 (stereo unspecified),3,5,-2,-1,2,1,-3,0.8,-5,-10
CN1CCN(CC(=O)N(C)c2nc(-c3ccccc3)cs2)CC1,-1,2,-2,.,-4,3,-8,-0.5,-2,-16
COc1cc(NC(=O)c2oc3ccccc3c2C)ccc1NC(=O)c1ccco1,-2,-56,15,13,-17,6,7,-3.2,56,-10
CCOc1ccc(-c2noc(-c3ccncc3)n2)cc1OCC,4,-23,2,.,-16,3,1,-2.9,23,18
NC(=O)c1c(NC(=O)CSc2nnc(-c3ccco3)n2-c2ccccc2)sc2c1CCC2,2,-24,-4,-2,-16,-8,-1,1.3,24,7
O=C(O)c1ccc2cc(-c3ccccc3)[nH]c2c1,-3,8,9,.,3,8,2,-2.8,-8,-26
O=C(NCc1cccnc1)c1nc(-c2ccccc2)n(-c2ccccc2)n1,0,32,0,-8,-10,0,0,0.1,-32,-10
CCN(CC)CCCCNc1ncc2cc(-c3cc(OC)cc(OC)c3)c(NC(=O)NC(C)(C)C)nc2n1,10,-27,-12,-72,-3,3,8,-0.7,27,-8
Cc1ccc(CNC(=O)C2CCCN2S(=O)(=O)c2ccc3c(c2)C(C)(C)C(=O)N3C)cc1 (stereo unspecified),1,-4,-3,3,-3,-5,2,-0.6,4,-10
CCOC(=O)c1sc(=NC(=O)c2ccc(S(=O)(=O)N(C)c3ccccc3)cc2)n(C)c1C,-4,-42,-11,3,-7,-6,2,-0.7,42,17
O=C(COC(=O)/C=C/c1ccc(OC(F)F)cc1)Nc1cccc(S(=O)(=O)N2CCOCC2)c1,-2,-18,-3,0,-14,-5,-3,-1.0,18,-9
CCOC(=O)c1ccc(S(=O)(=O)N2CCN(C3CC(=O)N(c4ccc(OC)cc4)C3=O)CC2)cc1 (stereo unspecified),4,14,-1,13,-1,-3,-6,0.9,-14,-18
O=C(c1ccco1)N1CCN(C(=O)c2ccc(-c3ccccc3Cl)o2)CC1,14,-3,-3,?,-22,0,-3,0.7,3,5
O=C(NC(=S)NC1CCS(=O)(=O)C1)c1ccccc1 (stereo unspecified),-3,13,0,-3,7,2,-2,1.8,-13,-9
CC(=O)NN1C(=O)/C(=C\c2ccc(C)cc2)SC1=S,-9,36,.,-17,-4,-3,-7,0.1,-36,-7
Cc1cc(NC(=O)CCSc2ccccc2)no1,1,25,0,8,2,11,2,0.9,-25,-21
CC1(C)CC(=O)C=C(Nc2ccc(Br)cc2F)C1,0,25,1,.,-5,-2,3,-3.4,-25,-10
COC(=O)c1c[nH]c2c1-c1cc(C(=O)OCc3ccccc3)n(S(=O)(=O)c3ccc(C)cc3)c1C(=O)C2=O,-3,-45,-5,.,-7,0,0,-0.4,45,-5
CC(C)c1ccc(NC(=O)C2C3C=CC4(CN(Cc5cccnc5)C(=O)C24)O3)cc1 (stereo unspecified),-1,3,-5,7,-5,-4,-5,1.0,-3,0
COc1ccc(SC[C@H](CC(C)C)N2CCN(CCc3ccccc3)CCC2=O)cc1,6,46,7,21,0,-1,3,-0.5,-46,-9

# Reprinted at random: two compounds from above
SMILES,Rtt109 Vps75,SR-BI DiI-HDL act,Wnt bcat act,MITF TRPM1 HTS,dFosB act,RTF Ca sens act,HTR5A ag ctr,CDK5 p35 inh,SR-BI HDL uptake,PvdQ inh
COc1ccccc1NC(=O)COC(=O)c1cc(C)oc1C,2,-21,-2,17,-2,-6,0,-0.5,21,4
COc1cc(NC(=O)c2oc3ccccc3c2C)ccc1NC(=O)c1ccco1,-2,-56,15,13,-17,6,7,-3.2,56,-10

# More compounds follow:
SMILES,Rtt109 Vps75,SR-BI DiI-HDL act,Wnt bcat act,MITF TRPM1 HTS,dFosB act,RTF Ca sens act,HTR5A ag ctr,CDK5 p35 inh,SR-BI HDL uptake,PvdQ inh
CCOC(=O)c1sc(N2C(=O)C(O)=C(C(=O)c3ccco3)C2c2ccc([N+](=O)[O-])cc2)nc1C (stereo unspecified),31,-8,7,-13,-5,2,1,3.3,8,7
Cc1cccc(NC(=O)NCCN2C(=O)C3C4C=CC(C4)C3C2=O)c1 (stereo unspecified),-1,12,4,8,-9,8,-1,1.7,-12,-9
C#Cc1cccc(NC(=O)C2CCN(C(C)=O)CC2)c1,-3,22,1,-6,2,1,1,-1.3,-22,-4
COC(=O)C(Cc1ccccc1)NC(=O)CNC(=O)c1sc2ccccc2c1Cl (stereo unspecified),-8,.,-1,.,-13,1,6,-6.8,.,-2
CC1=Nn2c(nnc2-c2cccs2)SC1,-1,15,.,-1,-6,2,4,-0.4,-15,-11
O=[N+]([O-])c1ccccc1CN1CCN(Cc2ccccn2)CC1,-23,24,-1,-6,-2,1,-2,1.0,-24,-9
CC(=O)NC(c1ccco1)c1cc(Cl)c2ccc(Cl)nc2c1O (stereo unspecified),-1,19,5,5,4,-1,1,-0.8,-19,-7
CC(C)(C)OC(=O)N1CCC(C(=O)N2CCOCC2)CC1,-8,9,.,10,-10,5,2,0.5,-9,-11
COc1ccc(Cl)c(Cn2c(NCc3ccco3)nc3c2c(=O)n(C)c(=O)n3C)c1,10,22,.,-5,-5,-1,4,0.5,-22,-15
COCCCNC(=O)CCCN1C(=O)c2cccnc2Sc2ccccc21,10,2,1,-3,1,-5,-1,1.6,-2,5
C#CCNC(=O)[C@H](Cc1ccc(C(=O)c2ccccc2)cc1)NC(=O)OC(C)(C)C,5,-1,0,3,5,2,3,0.3,1,6
COc1ccc(CNCCCO)cc1OC,2,9,.,-2,-2,3,-6,3.7,-9,-9
O=C(NCCNC(=O)c1ccc([N+](=O)[O-])cc1)c1ccncc1,6,-19,2,43,9,-3,5,-2.4,19,-13
Cc1cc(C)c(NC(=O)Cn2cnc3c(oc4ccccc43)c2=O)c(C)c1,9,11,2,28,52*,8,-2,-8.4,-11,-21
CC1CN(CCCCOc2ccc(Cl)c3ccccc23)CC(C)O1 (stereo unspecified),0,-6,-1,.,2,2,-1,0.7,6,-18
CCCCc1cc(=O)oc2cc(C)cc(OCC(=O)N3CCC(C(=O)O)CC3)c12,-1,3,-1,8,1,-2,9,-2.3,-3,5
OCCN1CCN(CC#CCn2c3ccccc3c3ccccc32)CC1,8,15,.,15,-2,-1,-1,-0.8,-15,-18
CCOC(=O)c1c(NC(=O)COC(=O)c2ccccn2)sc(C(=O)N(C)C)c1C,4,-10,-3,-2,0,4,-5,1.8,10,-12
COc1ccc(-c2csc(NC(=O)c3ccccc3NS(=O)(=O)c3ccc(F)c(F)c3)n2)cc1,12,.,1,-76,1,-1,15*,-6.3,.,-14
Cc1n[nH]c(=S)n1/N=C/c1c(O)ccc2ccccc12,-6,25,-1,.,9,-9,-1,0.8,-25,-1
CCCOc1ccc(NC(=O)Cc2ccc(S(=O)(=O)N3CCOCC3)s2)cc1OCCC,-3,-17,2,-4,-18,0,-1,0.4,17,-19
Cc1ccc(NC(=O)NC2CCCCC2)c(C)c1,-5,6,5,4,-2,5,-3,0.4,-6,-16
O=C1NC(=O)c2cc(NC(=O)C3CCCO3)ccc21 (stereo unspecified),3,33,0,-7,-10,4,3,2.9,-33,-22
CC1CCN(C(=O)COc2ccc3ccccc3c2Br)CC1,1,-8,8,43,-10,-2,-3,0.8,8,2
COc1ccnc(Oc2ccc3ccccc3c2)c1C#N,-6,-26,16,67,3,-9,1,-1.2,26,-16
CCN1C(=O)[C@H]2[C@@H](c3ccc(-c4cccc(Cl)c4)c(OC)c3)N[C@@](CC(C)C)(C(=O)OC)[C@H]2C1=O,-11,-36,-7,0,-5,5,2,0.1,36,-9
Cc1ccc(Nc2cc(C)c3c(O)cccc3n2)cc1C,17,-5,1,111*,39*,-8,1,2.4,5,-11
